MrgX1 agonist: agonists of human MrgX1 receptor; Q96LB2; MrgX1-HEK293 cells, Fluo-4 calcium fluorescence, agonist mode; hits give high values; B-score at 10 µM; 0.44% of 310,000 active; AID 588627;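 active = calcium response B-score plate-corrected fluorescence ratio at least 3 library SD, with starting fluorescence B-score inside 5 SD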
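Assay system: MrgX1-expressing HEK293 cells / Amount: fifteen thousand cells per well / Doses: test compound in the initial addition of three / Timing: cells plated overnight, dye loaded 0.5 h 37 °C, 0.5 h room temperature / Technique: kinetic calcium dye fluorescence, Fluo-4 NW / Control set: positive and negative controls per plate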
TRPC4 block: blocks the mouse TRPC4 cation channel; HEK293 TRPC4beta/mu-opioid, DAMGO-evoked Fluo4 calcium flux; hits give low values; B-score at 10 µM; 0.39% of 300,000 active;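 active = B-score over 3 SD under the library average, no early fluorescence shift, positive overall ratio signal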
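test system = HEK293 cells with stable TRPC4beta plus mu-opioid receptor expression | detection = Fluo4 Ca2+ flux fluorescence | read-out = integrated fluorescence ratio relative to baseline, converted to per-well B score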
SKKanGAS inh: SKKanGAS growth inhibition; S. pyogenes SKKanGAS, kanamycin growth, BacTiter-Glo, 6 h; inhibition, % at 7.5 µM; 1.3% of 300,000 active; AID 1662;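 active = mean replicate score, as percent of positive control median, at least 50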;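 note: strain carries kanamycin resistance gene driven by streptokinase promoter and grows in 40 µg/ml kanamycin; loss of luminescence reflects streptokinase promoter inhibition or plain growth inhibition; 0% = median of DMSO wells and 100% = positive control at its reference dose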
MrgX1 antagonist: blocks BAM8-22 activation of human MrgX1 receptor. MRGX1-HEK293 calcium flux, Fluo-4, BAM8-22 antagonism; hits give low values. B-score at 10 µM. 1.3% of 310,000 active;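 active = calcium-response B-score plate-corrected more than 3 library SD below zero, starting fluorescence within 5 deviations, no agonist response on first addition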;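 note: peak minus trough fluorescence over baseline after final BAM8-22 challenge near maximal dose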
RGS4 pot: potentiators or activators of RGS4; HEK293 M3R/inducible RGS4, carbachol calcium flux Fluo4; hits give low values; B-score at 10 µM; 0.92% of 310,000 active; AID 463111;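 active = B-score of the integrated calcium signal more than 4 SD below the library mean, with starting fluorescence not abnormally high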;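 note: negative B-score means reduced calcium response which marks RGS4 activation or potentiation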
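test system = M3R-expressing HEK293 line, RGS4 induced by doxycycline | probe or stimulus = carbachol at ECmax as muscarinic agonist stimulus | timing = dye loading 30 min 37 °C, buffer rest 30 min RT | signal = calcium dye Fluo4 fluorescence | evaluation = B score from integrated fluorescence ratio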
HIF act: HIF pathway transcriptional activation. activation, % at 7.5 µM (by protocol). 0.32% of 300,000 active. U2OS HRE-luciferase reporter, luminescence; normalized: DMSO 0%, desferrioxamine 100%;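 active = mean activation of at least 10% of the iron chelator positive control signal, with at least half of replicates also reaching 10%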
TRPC6 inh: inhibitors of mouse TRPC6 channel; Q61143; HEK293-TRPC6, membrane potential dye, ACh-evoked depolarization; hits give low values; B-score at 10 µM; 1.1% of 310,000 active; AID 2553;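 active = B-score under library mean minus 3 SD, initial fluorescence not abnormally high, positive integrated signal ratio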;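 note: B-score derived from integrated fluorescence ratio over the kinetic read; more negative B-score means stronger inhibition of depolarization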
RGS4 inh: human RGS4 inhibition | P49798 | HEK293 M3R/RGS4 inducible, Fluo-4 calcium flux; hits give high values; triggered by carbachol at its EC20 | B-score at 10 µM | 0.45% of 310,000 active | AID 463165;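 active = B-score, a plate-corrected calcium signal, over three deviations above library mean, with baseline fluorescence within five deviations of library mean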;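 note: RGS4 expression induced by doxycycline in cells with stable M3 receptor; B-score is computed from the integrated fluorescence ratio over baseline after carbachol; higher B-score means a larger calcium signal and so more RGS4 inhibition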
MrgX1 allo act: human MrgX1 positive allosteric modulation, primary screen; 0.63% of 310,000 active; MrgX1-HEK293, Fluo-4 calcium flux, FDSS; hits give high values; Q96LB2; AID 588675; B-score at 10 µM;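 active = plate-corrected calcium response at least 3 library SD above typical, normal starting fluorescence, not activating the receptor alone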;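 note: compound read alongside a low EC10 to EC30 dose of BAM8-22 agonist; peak minus trough fluorescence over baseline measured at the second addition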
Platelet DG rel: modulates dense granule release in human platelets; human platelet-rich plasma, SFLLRN dense granule ATP release, luminescence; inhibition, %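 (compounds screened at 7.5 µM in platelet-rich plasma)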; 0.22% of 300,000 active;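 active = mean replicate score, as percent of positive control, at or above 50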
TRPC6 activator: activators of mouse TRPC6 channel; Q61143; HEK293-TRPC6 membrane potential dye fluorescence; hits give high values; B-score at 10 µM; 0.13% of 310,000 active; AID 2550;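 active = B-score of the integrated fluorescence ratio above library mean plus 3 SD, and starting fluorescence ratio within library mean plus 5 SD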;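 note: higher score means more depolarization so channel activation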
The depositor's hits bear a star; i = inactive; / = not tested or not shown. This is a random part of the collection (roughly 6.1% active in at least one column).

structure | MrgX1 agonist | TRPC4 block | SKKanGAS inh | MrgX1 antagonist | RGS4 pot | HIF act | TRPC6 inh | RGS4 inh | MrgX1 allo act | Platelet DG rel | TRPC6 activator
CCOc1ccc(C(=O)OCC(=O)N2CC(C)OC(C)C2)cc1OCC (configuration not stated) | i | i | -1 | i | i | -0.8 | i | i | i | 4 | i
Cc1ccc(-c2cn3c(n2)CCCC3)cc1 | i | i | -2 | i | i | 1.0 | i | i | i | 0 | i
CCOc1ccc(N2CC(C(=O)N3CCCc4ccccc43)CC2=O)cc1 (configuration not stated) | i | i | 4 | i | i | -28 | i | i | i | -1 | i
Cc1cc(NC(=O)/C=C/c2ccccc2Cl)n(-c2nc3ccccc3[nH]2)n1 | i | i | 81* | i | i | 1.5 | i | i | i | 9 | i
Cc1oc(C(C)(C)C)cc1C(=O)Nc1ccc2c(c1)OCCO2 | i | i | -37 | i | i | 1.5 | i | i | i | -46 | i
O=c1oc(Nc2ccccc2Cl)nc2ccccc12 | / | i | -9 | / | i | 2.1 | i | i | / | 18 | i
N=c1oc2ccc(Cl)cc2cc1C(=O)NC1CCCCCC1 | i | i | 11 | i | i | 0.1 | i | i | i | -8 | i
CC(C)(C)OC(=O)NCc1ccc(NC(=O)c2nc[nH]c2C(=O)N[C@@H](Cc2ccccc2)C(=O)OC(C)(C)C)cc1 | i | i | 35 | i | i | -0.9 | i | i | i | 5 | i
COc1ccc(OC)c(NC(=S)N2CCc3ccccc3C2)c1 | i | i | -4 | i | i | 1.4 | i | i | i | 0 | i
CC(NC(=O)CN1CCOCC1)c1ccccc1 (configuration not stated) | i | i | 0 | i | i | 2.8 | i | i | i | 6 | i
COC(=O)C1=C(C)N(C)C(C)=C(C(=O)OC)C1c1ccccn1 | i | i | -6 | i | i | -0.5 | i | i | i | 3 | i
Cc1ccc(C2=NS(=O)(=O)N(C)C(C(=O)NC3CCCCC3)=C2)cc1 | i | i | 3 | i | i | 0.8 | i | i | i | -10 | i
O=C(Nc1cccc(Cl)c1)N(CCCN1CCOCC1)Cc1ccccc1F | i | i | -5 | i | i | 0.0 | i | i | i | -1 | i
Cn1c(N)c(C(=O)COC(=O)c2ccco2)c(=O)n(C)c1=O | i | i | 2 | i | i | 0.0 | i | i | i | -1 | i
O=C(Nc1cnn(Cc2c(Cl)cccc2Cl)c1)C(c1ccccc1)c1ccccc1 | i | i | 5 | i | i | -0.6 | i | i | i | 1 | i
NC(=S)N/N=C/c1ccccc1OC(=O)c1cc2ccccc2oc1=O | i | i | 3 | i | i | 0.8 | i | i | i | 5 | i
O=C(NNC(=O)c1ccc([N+](=O)[O-])cc1)c1ccc(F)cc1 | i | i | -2 | i | i | -0.1 | i | i | i | -4 | i
O=C(Cn1c(=O)n(Cc2ccccc2)c(=O)c2ccccc21)NCc1ccco1 | i | i | 1 | i | i | -0.6 | i | i | i | 6 | i
COc1ccc(NC(=O)c2c3c(nc4ccccc24)CCC3)cc1 | i | i | -15 | i | i | 0.1 | i | i | i | 3 | i
CCOC(=O)c1cccc(C(=O)Nc2nc3ccc(OC)cc3s2)n1 | i | i | -11 | -5* | i | 2.5 | i | i | i | 2 | i
COc1ccc(C(=O)OCC(=O)NC(=O)NC2CCCC2)c(O)c1 | i | i | 7 | i | i | -1.2 | i | i | i | -2 | i
Cc1ccc(C(C(=O)Nc2ccc(C(C)C)cc2)N(C)C(=O)c2ccc(=O)[nH]c2)cc1 (configuration not stated) | i | i | 6 | i | i | -0.2 | i | i | i | 0 | i
CCCCCCCCCCCCN1[C@@H](CC(=O)OC)c2cc(F)ccc2S1(=O)=O | i | i | 15 | i | i | 0.3 | i | i | i | -1 | i
O=C(O)c1ccc(CSc2nnc(SCc3ccccc3)s2)cc1 | i | i | 6 | i | i | 0.0 | i | i | i | -30 | i
COc1ccc2nc(Cl)c(C3CC(c4ccco4)=NN3C(=O)CCC(=O)O)cc2c1 (configuration not stated) | i | i | 1 | i | i | -0.3 | i | i | i | 2 | i
CCOc1ccc(C2C(C#N)=C(N)Oc3n[nH]c(C)c32)cc1OC(=O)C1CC1 (configuration not stated) | i | i | 8 | i | i | -0.6 | i | i | i | -1 | i
Cc1cc(C2C(=O)C(C(=O)c3ccc(Cl)cc3)C(=O)CC2(C)C)on1 (configuration not stated) | i | i | -1 | i | i | -0.3 | i | i | i | 7 | i
CCn1c(C)nc2cc(C#N)ccc21 | i | i | -12 | i | i | -1.3 | i | i | i | 5 | i
CC(=O)CC(=O)Nc1nc(C)cc(C)n1 | i | i | -8 | i | i | -0.2 | i | i | i | -4 | i
CCOc1ccc2nc(S(N)(=O)=O)sc2c1 | i | i | 13 | i | i | 0.8 | i | i | i | -9 | i
COC(=O)c1sccc1NC(=O)c1ccccc1Br | i | i | 1 | i | i | -0.4 | i | i | i | 2 | i
CCOC(=O)CC1C(=O)NCCN1C(=O)c1cc2c(=O)n3ccccc3nc2s1 (configuration not stated) | i | i | -1 | i | i | 0.3 | i | i | i | 4 | i
Cc1ccccc1-n1nnnc1SC(C)C(=O)NC1CCCc2ccccc21 (configuration not stated) | i | i | 3 | i | i | -0.5 | i | i | i | 3 | i
C=CCn1c(COc2ccc(F)cc2)nnc1SCC(=O)N1CC(=O)Nc2ccccc21 | i | i | 5 | i | i | 0.2 | i | i | i | 0 | i
COc1ccc(OC)c(NC(=O)CCN2CCCCCC2)c1 | i | i | -2 | i | i | -1.1 | i | i | i | -2 | i
COc1ccc(Cn2c(O)c(/C=C3/C=CC=N3)c(=O)[nH]c2=O)cc1 | i | i | 3 | i | i | -0.1 | i | i | i | 2 | i
COC(=O)c1c(N)sc(C(=O)NCCc2ccccc2)c1C | i | i | 0 | i | i | -1.6 | i | i | i | 9 | i
Oc1ccc(C2=NNC(c3ccc(O)cc3)=NN2)cc1 | i | i | 0 | i | i | 1.7 | i | i | i | -5 | i
O=C(/C=C/c1ccc(Cl)cc1)Nc1ccc(S(=O)(=O)Nc2ncccn2)cc1 | i | i | -2 | i | i | -1.3 | i | i | i | 3 | i
CC(=O)NCCn1ccc2ccccc21 | i | i | -5 | i | i | -0.4 | i | i | i | -3 | i
O=S(=O)(c1ccccc1)c1ccc(NCc2ccco2)cc1 | i | i | -4 | i | i | -0.5 | i | i | i | 4 | i
O=C(c1ccc(Cn2cc(Cl)c([N+](=O)[O-])n2)cc1)N1CCN(Cc2ccccc2)CC1 | i | i | 15 | i | i | -0.4 | i | i | i | 7 | i
O=C(NCc1ccc2c(c1)OCO2)C(=O)NCC(c1ccco1)N1CCN(c2ccccc2)CC1 (configuration not stated) | i | i | 3 | i | i | 0.1 | i | i | i | 10 | i
O=C(O)c1ccc(NS(=O)(=O)c2cc(Cl)sc2Cl)cc1 | i | i | 2 | i | i | -0.4 | i | i | i | 14 | i
O=C(CC(c1ccccc1)c1ccccc1O)NCc1ccccc1 (configuration not stated) | i | i | 15 | i | i | -0.1 | i | i | i | -4 | i
O=C(NC(=S)Nc1ccccc1)c1ccc(-c2ccccc2)cc1 | i | i | 1 | i | i | 2.8 | i | i | i | 3 | i
Cc1cc(NC(=O)c2cnn3c(C(F)F)cc(-c4ccccc4)nc23)no1 | i | i | 22 | i | i | 0.4 | i | i | i | 0 | i
CCOc1ccccc1C1c2[nH]c3ccccc3c2C[C@H]2C(=O)N(C3CC3)CC(=O)N12 (some centres not stated) | i | i | 1 | i | i | -0.8 | i | i | i | 3 | i
Cc1ccc(NC(=S)NNC(=O)c2ccccc2OC(F)F)cc1 | i | i | -1 | i | i | 2.9 | i | i | i | 3 | i
Cc1ccccc1OCC(=O)Nc1nc2ccccc2[nH]1 | i | i | 12 | i | i | 4.0 | i | i | i | -6 | i
CCCCn1c(N)c(N(CC(C)C)C(=O)CN(C)Cc2cccc(OC)c2)c(=O)[nH]c1=O | i | i | 3 | i | i | -3.7 | i | i | i | -4 | i
CCn1c(O)c(N=N)c2ccccc21 | i | i | -4 | i | i | 0.3 | i | i | i | -4 | i
CC1(OC(=O)CCc2ccccc2)C(=O)C=C2C=C(c3ccc(C#N)cc3)N(CCc3ccccn3)C=C2C1=O (configuration not stated) | i | i | 7 | i | i | -5.2 | i | i | i | 0 | i
O=C(c1cccc2ccccc12)C1CCCN(C(=O)CCN2CCCO2)C1 (configuration not stated) | i | i | 8 | i | i | -0.2 | i | i | i | 2 | i
c1ccc2nc(-c3ccc4c(c3)OCO4)ccc2c1 | i | i | 1 | i | i | 1.0 | i | i | i | 10 | i
Cc1cc(C(C)(C)C)cc(S(=O)(=O)NCC(=O)O)c1C | i | i | -5 | i | i | -0.3 | i | i | i | 1 | i
COC(=O)c1ccc(C(=O)Nc2ccc(N)cc2N)cc1 | i | / | 0 | i | i | -0.2 | i | i | i | 27 | i
CCOC(=O)N1CCN(C(=O)c2c[nH]c3ccc(S(=O)(=O)N(C)c4cccc(C)c4)cc3c2=O)CC1 | 34* | i | 1 | i | i | 0.4 | i | i | i | 9 | i
CN(C)C=Nc1nonc1N | i | i | -15 | i | i | -0.3 | i | i | i | -9 | i
CCC/C(=N\NC(=O)c1ccccc1C)c1ccccc1 | i | i | 1 | i | i | 0.0 | i | i | i | 20 | i

Next section
structure | MrgX1 agonist | TRPC4 block | SKKanGAS inh | MrgX1 antagonist | RGS4 pot | HIF act | TRPC6 inh | RGS4 inh | MrgX1 allo act | Platelet DG rel | TRPC6 activator
O=C(CCN1CCCCO1)N1CCCC(N2CCN(c3ccc(F)cc3)CC2)C1 (configuration not stated) | i | i | -2 | i | i | -0.3 | i | i | i | -4 | i
CCc1ccc(OCC(=O)OCC(=O)c2ccc3c(c2)NC(=O)CO3)cc1 | i | i | -5 | i | i | -0.3 | i | i | i | -2 | i
COc1ccc(OC)c(/C=N/NC(=O)c2c(C)nc3ccc(C)cn23)c1 | i | i | 4 | i | i | -6.8 | i | i | i | -1 | i
CN(C)c1ccc(CN(C(=O)COc2ccccc2)C2CCS(=O)(=O)C2)cc1 (configuration not stated) | i | i | 11 | i | i | -0.3 | i | i | i | 2 | i
Cc1ccc(N(C(=O)c2csnn2)C(C(=O)NC2CCCCC2)c2ccncc2)cc1 (configuration not stated) | i | i | 15 | i | i | 0.2 | i | i | i | 0 | i
CNc1nc(C)nc(-n2nc(C)cc2C)n1 | i | i | 1 | i | i | 0.0 | i | i | i | / | i
C=CCNC(=O)CC(=O)N/N=C/c1ccc(F)cc1 | i | i | 3 | i | i | -0.4 | i | i | i | 6 | i
COc1ccc(-c2cc(C(F)(F)F)n3ncc(C(=O)N4CCc5ccccc5C4)c3n2)cc1 | i | i | / | i | i | -1.0 | i | i | i | 0 | i

Screening data: PubChem, several laboratories
